LMP1 NFkB inh – EBV LMP1-driven NF-kappaB luciferase reporter inhibitors, primary screen, cell-based, luminescence, single point. LMP1-induced NF-kappaB luciferase reporter cells. inhibition, % at 12.5 µM. actives 0.69% (n = 350,000). AID 504558, 2011; in the data active means inhibition above about 41%;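 further: 0% = neutral control wells and 100% = reference inhibitor control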
TROY signal inh – inhibitors of TROY-driven NF-kB signaling, primary screen, Q293 LMP1-TROYcd cells, NF-kB luciferase, uHTS; inhibition, % at 10 µM; actives 0.98% (n = 360,000); AID 1347056, 2019; Q293 LMP1-TROYcd NF-kB luciferase reporter, 4 h;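 active means compounds whose plate-normalised and pattern-corrected inhibition of the luciferase reporter signal at the single screening dose is 50% or more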
NCOA2 inhibitor – inhibition of GAL4-SRC2 driven luciferase reporter, primary screen, SRC2 inhibitor project, cell-based, luminescence | AID 651957, 2012 | Nuclear receptor coactivator 2 (Homo sapiens), Q15596 | inhibition, % at 9 µM | HEK293 GAL4-SRC2 luciferase reporter | actives 0.17% (n = 370,000);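 active means inhibition above the mean inhibition of all tested compounds plus 3 SD, set per campaign, cut at about 52% in these data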;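 further: 0% = DMSO treated cells and 100% = cells given Gossypol at 36 µM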
TLR9-MyD88 block – inhibitors of TLR9-MyD88 association in cells, primary screen, cell-based, CHO, BLA complementation, fluorescence. actives 0.21% (n = 340,000). CCF4 FRET ratio. inhibition, % at 4.98 µM;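 active means inhibition above the mean over all tested compounds plus 3 SD, cut at about 21% in these data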;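 further: 0% = DMSO only wells and 100% = clavulanate BLA inhibitor control wells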
Vif imaging – HIV Vif self-association inhibitors, primary screen, imaging, HEK293T, single point. HEK293T cells, Vif self-association by quenched fluorescence, 24 h. inhibition, % at 7.49 µM. actives 0.35% (n = 340,000); in the data active means inhibition above about 50%, passing the limit was not always enough; further: some results filed as inactive read as strong as hits
NOD2-RIPK2 inh – NOD2-RIPK2 binding disruptors in cells, primary screen, fluorescence, CHO cells, BLA complementation; inhibition, % at 4.98 µM; actives 0.38% (n = 360,000); Receptor-interacting serine/threonine-protein kinase 2 (Homo sapiens), O43353; CCF4 ratio; in the data active means inhibition above about 21%;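 further: 0% = vehicle only and 100% = reference blocker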
NR2F2 inh – NR2F2 transcriptional activity inhibitors, primary screen, cell-based, luciferase reporter, HEK293T, luminescence | HEK293T NGFI-A luciferase reporter | inhibition, % at 8.6 µM | actives 0.7% (n = 370,000) | AID 686940, 2013;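 active means inhibition above a per-plate cutoff, mean inhibition of test wells between control levels plus 3 SD, cut at about 38% in these data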;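 further: cells cotransfected with COUP-TFII expression vector driving the NGFI-A reporter; 0% = median of COUP-TF2 test wells and 100% = reporter-only cells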
NR5A2 inv ag – LRH-1 (NR5A2) inverse agonists, primary screen, cell-based, luminescence, HEK293T, StAR-luciferase reporter; Nuclear receptor subfamily 5 group A member 2 (Homo sapiens), O00482; LRH-1 transfected, 24 h; inhibition, % at 3.6 µM; actives 0.13% (n = 360,000);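 active means inhibition above the mean inhibition of all tested compounds plus 3 SD, cut at about 73% in these data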;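 further: 0% = DMSO wells and 100% = reporter-only cells lacking LRH-1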
TRAIL sens C8 – viability loss with TRAIL in NB7+C8 cells, primary screen, TRAIL sensitizer project, cell-based, ATPlite luminescence | inhibition (viability loss, TRAIL sensitization), % at 10 µM | actives 1% (n = 360,000) | AID 624354, 2012;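 active means compounds causing at least 50% loss of cell viability in the single-dose screen, relative to plate controls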
SRC1 inh – SRC1 coactivator transcriptional activity inhibitors, primary screen, cell-based, luminescence. HEK293 GAL4-SRC1 luciferase reporter. Nuclear receptor coactivator 1 (Homo sapiens), Q15788. actives 0.12% (n = 360,000). inhibition, % at 3.6 µM. AID 588354, 2011;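 active means inhibition above the campaign mean plus 3 SD, with each screening campaign given its own cutoff, cut at about 60% in these data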;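 further: 0% = DMSO treated cells and 100% = gossypol at 36 µM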
NCOA3 inh – SRC3 coactivator transcriptional activity inhibitors, primary screen, cell-based, luminescence | HEK293 GAL4-SRC3 luciferase reporter | inhibition, % at 3.6 µM | actives 0.17% (n = 360,000);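 active means inhibition above a per-campaign cutoff, the mean of all compounds plus 3 SD, cut at about 60% in these data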;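 further: 0% = DMSO-treated cells and 100% = gossypol-treated cells at 36 µM; higher means less SRC3-driven luciferase light from the GAL4 reporter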
Target sequence (Q9Y6Q9 whole entry, looked up, the tested form may be a part): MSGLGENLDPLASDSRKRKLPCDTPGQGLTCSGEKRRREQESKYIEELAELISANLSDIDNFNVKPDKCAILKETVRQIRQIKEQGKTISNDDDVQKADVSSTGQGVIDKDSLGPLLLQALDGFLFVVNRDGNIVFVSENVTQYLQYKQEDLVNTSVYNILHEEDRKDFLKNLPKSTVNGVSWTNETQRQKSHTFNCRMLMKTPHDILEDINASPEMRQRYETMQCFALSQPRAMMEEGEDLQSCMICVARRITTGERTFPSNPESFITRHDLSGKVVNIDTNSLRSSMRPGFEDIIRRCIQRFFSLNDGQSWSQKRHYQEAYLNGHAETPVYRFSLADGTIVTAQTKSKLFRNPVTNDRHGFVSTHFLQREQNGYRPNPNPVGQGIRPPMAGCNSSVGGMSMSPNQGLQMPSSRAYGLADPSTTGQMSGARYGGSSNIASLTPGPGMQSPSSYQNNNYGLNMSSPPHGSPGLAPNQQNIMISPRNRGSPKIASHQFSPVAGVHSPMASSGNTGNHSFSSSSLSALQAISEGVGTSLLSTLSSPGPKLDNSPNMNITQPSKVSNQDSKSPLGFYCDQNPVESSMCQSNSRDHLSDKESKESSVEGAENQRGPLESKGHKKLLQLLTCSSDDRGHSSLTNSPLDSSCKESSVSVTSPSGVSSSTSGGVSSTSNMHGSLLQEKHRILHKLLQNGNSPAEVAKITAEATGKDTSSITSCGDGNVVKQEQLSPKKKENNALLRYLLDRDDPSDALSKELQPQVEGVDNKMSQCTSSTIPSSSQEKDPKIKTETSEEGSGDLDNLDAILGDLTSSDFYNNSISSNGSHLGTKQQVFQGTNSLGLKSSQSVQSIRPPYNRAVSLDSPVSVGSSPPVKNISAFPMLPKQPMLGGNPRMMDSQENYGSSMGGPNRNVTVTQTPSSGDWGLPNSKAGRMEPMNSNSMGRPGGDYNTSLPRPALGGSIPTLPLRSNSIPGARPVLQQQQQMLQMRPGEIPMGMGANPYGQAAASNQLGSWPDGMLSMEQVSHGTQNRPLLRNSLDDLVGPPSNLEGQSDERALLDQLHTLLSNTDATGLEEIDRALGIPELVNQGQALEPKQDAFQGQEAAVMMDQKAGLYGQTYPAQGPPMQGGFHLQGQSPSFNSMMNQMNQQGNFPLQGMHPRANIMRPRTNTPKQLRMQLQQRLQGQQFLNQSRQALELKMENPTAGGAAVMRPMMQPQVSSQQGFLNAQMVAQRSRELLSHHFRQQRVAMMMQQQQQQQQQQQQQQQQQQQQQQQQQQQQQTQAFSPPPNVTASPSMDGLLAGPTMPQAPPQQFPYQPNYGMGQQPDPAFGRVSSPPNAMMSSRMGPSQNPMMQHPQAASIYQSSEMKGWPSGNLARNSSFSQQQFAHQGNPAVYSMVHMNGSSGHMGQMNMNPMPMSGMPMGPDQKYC
* marks the source's active call; other numbers are inactive results; · = no result given. A portion of the library; rates above refer to the full screens.

SMILES	LMP1 NFkB inh	TROY signal inh	NCOA2 inhibitor	TLR9-MyD88 block	Vif imaging	NOD2-RIPK2 inh	NR2F2 inh	NR5A2 inv ag	TRAIL sens C8	SRC1 inh	NCOA3 inh
O=C(CCc1ccccc1O)NC1CCCc2ccccc21 (centres undefined)	-4.6	-12.5	4.8	-4.2	8.7	-0.3	4.5	-8.7	10.8	-3.4	8.0
Cc1nc(SCC(=O)Nc2ccccc2C(F)(F)F)c2c(=O)n(C)c(=O)n(C)c2n1	8.4	-6.5	5.7	2.4	10.8	-3.0	1.6	0.6	22.4	8.4	18.3
CCOC(=O)c1sc(NC(=O)c2ccco2)c(C#N)c1C	-16.0	-14.4	-6.7	2.2	-5.5	2.4	13.1	25.4	3.0	-6.0	12.5
CC(C)(C)c1ccc(C(=O)NN=C2CCCC2)cc1	6.9	-70.5	-1.1	4.5	-0.9	-12.9	13.3	-3.2	23.1	5.4	-13.2
CCN1C(=O)CSc2ccc(C(=O)NCc3ccccc3)cc21	-1.7	-1.8	-12.6	-11.9	-6.5	6.6	-16.7	11.2	-18.4	-48.8	12.2
C[C@@H]1CN([C@@H](C)CO)S(=O)(=O)c2ccc(Br)cc2O[C@@H]1CN(C)Cc1cccnc1	-1.7	-10.9	-7.0	-2.3	2.1	-7.3	-17.5	-4.5	-11.0	-2.7	-33.8
COc1ccc(N2CCN(C(=O)CCCNC(=O)Cn3cnc4sc(C)c(C)c4c3=O)CC2)cc1	-1.4	-10.9	-23.0	-1.3	-8.6	-11.3	-11.9	5.0	-6.7	10.6	16.4
COc1ccccc1N1C(=NC(=O)CCC2CCCC2)SC2CS(=O)(=O)CC21 (centres undefined)	2.2	-14.0	-16.8	2.3	1.7	-11.1	-9.1	-4.0	-2.1	-16.7	9.1
CCOC(=O)c1c(NC(=O)COC(=O)c2ccccn2)sc2c1CCC2	-13.0	13.0	2.2	-0.8	-5.7	-3.7	16.3	10.7	-8.5	6.5	11.2
NC(=O)C1CNc2ccccc2O1 (centres undefined)	-0.4	18.2	-27.0	1.3	2.5	-9.4	3.5	-2.8	-10.1	-13.2	12.8
Nc1ccnn1-c1ccccc1	2.8	3.7	-8.9	15.1	-8.5	-0.2	-3.9	-8.5	-7.1	10.8	14.1
CCN(C(=O)CSc1cc(C)c2ccccc2n1)C1CCS(=O)(=O)C1 (centres undefined)	2.0	-0.2	-2.1	-4.0	-2.3	-6.3	-22.3	-4.0	0.4	10.2	8.6

An excerpt from above in order of number of heavy atoms, lowest first:
SMILES	LMP1 NFkB inh	TROY signal inh	NCOA2 inhibitor	TLR9-MyD88 block	Vif imaging	NOD2-RIPK2 inh	NR2F2 inh	NR5A2 inv ag	TRAIL sens C8	SRC1 inh	NCOA3 inh
Nc1ccnn1-c1ccccc1	2.8	3.7	-8.9	15.1	-8.5	-0.2	-3.9	-8.5	-7.1	10.8	14.1
CC(C)(C)c1ccc(C(=O)NN=C2CCCC2)cc1	6.9	-70.5	-1.1	4.5	-0.9	-12.9	13.3	-3.2	23.1	5.4	-13.2
O=C(CCc1ccccc1O)NC1CCCc2ccccc21 (centres undefined)	-4.6	-12.5	4.8	-4.2	8.7	-0.3	4.5	-8.7	10.8	-3.4	8.0
C[C@@H]1CN([C@@H](C)CO)S(=O)(=O)c2ccc(Br)cc2O[C@@H]1CN(C)Cc1cccnc1	-1.7	-10.9	-7.0	-2.3	2.1	-7.3	-17.5	-4.5	-11.0	-2.7	-33.8

Continuation.
SMILES	LMP1 NFkB inh	TROY signal inh	NCOA2 inhibitor	TLR9-MyD88 block	Vif imaging	NOD2-RIPK2 inh	NR2F2 inh	NR5A2 inv ag	TRAIL sens C8	SRC1 inh	NCOA3 inh
COc1cccc(N/N=C(\C#N)S(=O)(=O)C(C)(C)C)c1	-11.1	-4.8	-6.0	·	2.0	-4.6	-5.9	-6.8	-18.4	2.1	5.0
CC(C)=NOc1nc(N(C)C)nc(N2CCOCC2)n1	·	1.0	16.5	·	-3.9	-3.1	-21.1	0.0	20.0	-12.8	9.0
Brc1ccc([C@H]2CN3CCSC3=N2)cc1	-8.2	-8.0	-20.8	-1.7	-0.6	18.8	3.4	-6.3	3.1	-5.8	4.5
O=C1CC(c2ccccc2)CC(O)=C1C=NCCCO (centres undefined)	-4.7	-7.8	-15.1	-0.5	·	-0.7	12.5	9.2	-3.7	-9.9	22.0
O=C(Nc1ccccc1)Oc1cccc(Br)c1	-3.5	-7.9	-23.1	10.9	20.3	-3.5	-2.9	-16.6	-9.3	-4.4	-3.1
COc1ccccc1CC(Cc1nc2ccccc2[nH]1)c1nc2ccccc2[nH]1 (centres undefined)	-5.7	-15.6	-13.1	1.8	-2.8	-0.9	1.5	-2.4	-6.6	-5.1	6.2
O=C(c1ccc(Br)cc1)N1CCC(C(=O)N2CCN(Cc3ccccc3)CC2)CC1	3.7	7.9	21.6	-10.8	-4.1	-3.0	14.8	-2.4	7.6	-40.4	6.9
CC(NC(=O)COc1ccccc1)C(c1cccs1)N1CCCC1 (centres undefined)	-3.8	-1.1	7.9	10.6	11.4	-3.0	9.6	-24.4	-22.8	-19.5	5.6
CCOc1ccccc1NC(=S)Nn1cnnc1	-0.5	-3.1	-17.2	-11.4	-9.3	-7.4	-1.0	-5.7	0.1	13.4	11.6
C/C(=N\NC(=O)c1cc2ccccc2cc1O)c1ccc2c(c1)OCO2	-43.2	-48.8	-14.8	-3.1	7.9	-1.0	-2.6	-0.4	-8.0	-5.3	-16.8
O=S(=O)(c1cccc(Br)c1)N1CCN(S(=O)(=O)c2ccc3c(c2)OCCO3)CC1	1.8	-7.1	-2.8	1.1	-4.8	-7.5	4.4	1.7	-10.0	5.2	-23.1
C=CCOC(=O)C1C(=O)CC(C)(O)C(C(=O)OCC=C)C1c1ccc(OCC)cc1 (centres undefined)	2.4	-7.7	-3.8	-9.4	5.7	-12.0	-17.6	18.4	-2.7	-4.9	-30.7
CCN(CC)S(=O)(=O)c1ccc(Cl)c(C(=O)Nc2cccnc2)c1	1.0	7.8	-28.1	-0.3	-6.7	-3.8	-0.1	4.1	3.4	-5.9	-9.2
O=C(O)c1cc([N+](=O)[O-])ccc1NCc1ccccc1Cl	-4.5	5.9	-1.3	-3.2	0.5	-11.9	5.9	-4.5	24.2	1.2	10.8
CCC(C)[C@H](NC(=O)OC(C)(C)C)C(=O)NCC1CCC(C(=O)N[C@@H](Cc2ccccc2)C(=O)O)CC1 (some centres undefined)	-32.7	-1.9	-17.1	-1.8	-4.2	-8.4	-12.5	15.4	-10.9	3.3	7.7
N#Cc1c(Nc2ccccc2)[n+]([O-])c2ccc(Cl)cc2[n+]1[O-]	12.5	-27.9	6.2	-14.9	3.8	-13.1	-0.3	-12.9	29.9	-2.1	-38.0
Cc1cc(CNC(=S)Nc2ccc(Br)cc2Cl)nn1C	1.5	-13.5	0.0	-7.5	-7.0	-10.9	24.2	0.6	3.4	-1.5	2.6
O=C(c1cn(-c2ccc(Cl)c(Cl)c2)nn1)C1CC1	-8.9	-22.3	-4.0	0.5	-3.0	-5.3	11.5	6.8	1.6	-40.1	-12.4
Cc1c(C(=O)N2CCc3ccccc3C2)oc2ccc(S(=O)(=O)N3CCCCCC3)cc12	16.6	21.0	-16.4	-3.1	-20.2	-3.9	-9.3	14.4	11.6	-3.5	16.2
CCCNC(=S)N1CCC(C(=O)c2ccc3c(c2)OCCO3)CC1	3.7	-1.6	6.0	-0.8	·	1.9	19.4	-3.8	-4.7	-1.2	-8.6
CN(C)CCNC(=O)c1cccc(-c2cnc3c(NC=O)cc(-c4ccc(F)cc4)cn23)c1	·	-9.8	19.3	·	18.2	5.8	-1.8	12.8	-20.3	-11.3	-6.3
CSc1ccccc1C(=O)Nc1nc2ccccc2[nH]1	-15.7	-50.3	-63.4	0.8	-5.3	-7.8	-27.2	-96.8	13.1	-73.7	-87.4
O=C(NCCCN1CCOCC1)c1ccc(CNS(=O)(=O)c2ccc(Br)cc2)cc1	2.1	-12.7	34.6	-9.6	7.5	-8.8	-4.5	8.1	-5.4	-26.6	22.1
Cc1ccccc1NS(=O)(=O)c1ccc(C(=O)N(C)CC(=O)Nc2ccccc2Br)cc1	-0.2	4.8	-8.9	-3.2	3.0	-9.7	-0.1	5.0	25.5	7.6	6.2
CCOC(=O)N1CCN(C(=O)CCN2C(=O)COc3ccc(C)cc32)CC1	-0.4	-0.2	17.0	1.4	-9.1	-5.2	-16.3	-14.1	6.8	6.1	-7.3
NC(=O)C1CCN(C(=O)c2cc(S(=O)(=O)N3CCOCC3)c(Cl)cc2Cl)CC1	-3.8	11.3	-6.7	-29.4	·	-1.4	-18.1	6.3	-4.0	-5.8	3.2
CCN(CC)C(=O)Cn1cc(S(=O)(=O)CC(=O)NCCc2ccc(OC)c(OC)c2)c2ccccc21	1.9	0.2	-25.3	-1.3	-2.8	-1.0	0.1	-17.5	6.0	2.6	8.0
CN1C[C@@H]2[C@@H]3C(=O)N(C)C(=O)[C@@H]3[C@](C)(C1=O)N2C(=O)c1ccc(C(C)(C)C)cc1	-1.1	0.1	2.0	-9.3	-5.1	-6.0	-1.5	18.9	-4.0	-7.3	-3.5
COc1cc(CO)ccc1Oc1nc2ccccc2n2cnnc12	7.9	16.7	-12.1	-0.5	-3.3	0.5	-4.5	3.0	-8.2	11.9	2.3
CC(C)Oc1ccc(Cn2c(-c3ccco3)n[nH]c2=S)cc1	-2.8	-29.6	12.8	0.7	27.9	4.6	9.5	8.6	3.4	-5.1	16.4
COc1ccc(NC(=S)N2CCN(C/C=C/c3ccccc3)CC2)cc1OC	21.7	6.1	0.9	-1.8	64.6*	-6.7	9.2	-3.9	-1.0	-17.7	-7.7
COc1cc(OC)c(OC)cc1/C=C/C(=O)c1ccc(NS(=O)(=O)c2ccc(C)cc2)cc1	10.6	35.7	16.3	20.3	-8.6	34.4*	21.5	-2.6	5.6	-14.6	5.3
CCC(CC)c1nc(C#N)c(NCc2ccccc2)o1	-4.6	9.3	-9.5	-7.9	3.8	-9.4	-3.1	4.0	-8.7	-65.0	7.1
CCOC(=O)C1=C(C)Nc2ccccc2N=C1NC(=O)Cc1ccc(Cl)c(Cl)c1	5.4	-2.5	-9.5	2.0	0.0	-6.2	-1.7	6.1	-1.0	2.2	10.1
O=C(CCn1c(=S)[nH]c2ccccc2c1=O)Nc1ccc(F)cc1	6.8	-21.3	-9.9	7.1	-6.8	1.5	1.5	-9.4	15.2	-0.9	-6.8
CCN(c1ccccc1)S(=O)(=O)c1cccc(C(=O)OCc2nc3sc(C)c(C)c3c(=O)[nH]2)c1	2.7	-6.8	9.7	0.2	1.2	-7.0	13.2	-6.6	-3.0	13.1	4.6

Assay outcomes: PubChem, several laboratories
